APP 5'UTR act: activators of APP 5'UTR luciferase reporter, primary screen, SH-SY5Y cells; SH-SY5Y APP 5'UTR luciferase reporter, luminescence; zero percent = DMSO vehicle wells; activation, % at 2 µM; 190,000 tested, 1% active; AID 1276, 2008;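 active = activation above a set limit, based on mean plus 3 SD of controls, cut at about 140% in these data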; also: values of inactives mirror those of a sister screen read the other way
APP 5UTR inh: inhibitors of APP translation via 5'UTR reporter, primary screen, APP 5'UTR luciferase, SH-SY5Y cells | SH-SY5Y APP 5'UTR-luciferase reporter, luminescence | inhibition, % at 2 µM | 190,000 tested, 0.82% active;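 active = inhibition above a set limit, derived from the sample mean plus 3 SD, cut at about 45% in these data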; also: values of inactives mirror those of a sister screen read the other way
STAT3 inh: IL-6 driven STAT3 reporter inhibitors, primary screen, U3A cells, luciferase, luminescence, MLSCN library | IL-6 STAT3-luciferase reporter; host cell line lacks STAT1 | inhibition, % at 5.5 µM | 190,000 tested, 0.89% active | AID 862, 2007;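 active = inhibition above the mean inhibition across all screened compounds plus 3 SD, cut at about 44% in these data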;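 also: 0% = DMSO only wells and 100% = 100 µM nifuroxazide control wells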
FLuc inhib CS: firefly luciferase enzyme inhibitors, primary screen, artefact control for luciferase-based inhibitor screens, biochemical, luminescence, ATPLite | 10 min | inhibition, % at 10 µM | 200,000 tested, 1.5% active | Luciferin 4-monooxygenase (Photinus pyralis), P08659 | AID 1006, 2008;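 active = inhibition above about 50% when tested at 10 µM, limit read from the data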
Target sequence (P08659 whole entry, looked up): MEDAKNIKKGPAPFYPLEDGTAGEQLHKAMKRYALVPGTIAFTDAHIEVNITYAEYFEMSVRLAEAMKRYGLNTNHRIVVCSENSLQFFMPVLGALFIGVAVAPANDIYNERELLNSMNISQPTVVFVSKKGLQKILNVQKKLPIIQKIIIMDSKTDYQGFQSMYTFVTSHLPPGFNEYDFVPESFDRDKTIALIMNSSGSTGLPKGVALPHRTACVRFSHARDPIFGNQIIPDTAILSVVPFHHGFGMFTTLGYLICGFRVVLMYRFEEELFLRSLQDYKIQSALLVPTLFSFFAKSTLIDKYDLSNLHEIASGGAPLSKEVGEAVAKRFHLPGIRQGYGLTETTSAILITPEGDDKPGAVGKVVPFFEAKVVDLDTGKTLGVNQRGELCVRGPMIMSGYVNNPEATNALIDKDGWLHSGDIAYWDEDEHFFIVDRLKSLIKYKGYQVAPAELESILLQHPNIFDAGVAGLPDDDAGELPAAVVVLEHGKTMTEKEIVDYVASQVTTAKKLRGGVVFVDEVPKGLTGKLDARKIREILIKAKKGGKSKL
STAT1 act: STAT1 signaling activators, primary screen, cell-based, HTS, luciferase reporter; NIH 3T3 STAT1-luciferase reporter, IFN-gamma, luminescence; 100% = IFN-gamma alone, no compound; AID 932, 2007; activation (% of control), % at 5.5 µM; 200,000 tested, 2.6% active;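 active = activation above the screen-wide mean activation plus 3 SD, cut at about 130% in these data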;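 also: raw ratio to IFN-gamma control signal so 100% means no change and 0% no light; values of inactives mirror those of a sister screen read the other way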
Hsp70 act: Hsp70 transcriptional activators, primary screen, cell-based, HeLa, Hsp70 promoter luciferase, luminescence, 10 µM. HeLa Hsp70 promoter luciferase reporter; scaled: vehicle 0, proteasome-inhibitor control 100%. activation, % at 10 µM. 200,000 tested, 0.04% active;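 active = activation above the mean across all tested compounds plus 3 SD, cutoff set per campaign, cut at about 5.5% in these data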;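 also: 100% = MG132 at 30 µM as the positive control and 0% = DMSO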
RAM network inh: inhibitors of the yeast RAM network, primary screen, dse1pr::URA3 reporter, 5-FOA selection; S. cerevisiae dse1pr::URA3 reporter, 5-FOA growth OD615, 2 d; analog-sensitive cbk1-as2 kinase mutant strain; inhibition, % at 50 µM; 190,000 tested, 1.8% active; AID 868, 2007;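 active = inhibition above a set limit, 3 SD over mean compound inhibition, cut at about 8.4% in these data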;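 also: 0% = DMSO-only wells with no growth and 100% = 10 µM 1-NA-PP1 full growth; inhibition rescues growth on 5-FOA so higher OD means more RAM inhibition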
STAT1 inh: STAT1 signaling inhibitors, primary screen, cell-based, HTS, luciferase reporter; NIH 3T3 STAT1-luciferase reporter, IFN-gamma, luminescence; inhibition, % at 5.5 µM; 200,000 tested, 0.35% active;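 active = inhibition above a set limit, the mean inhibition across all tested compounds plus 3 SD, cut at about 34% in these data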;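 also: 0% = IFN-gamma with DMSO and 100% = IFN-gamma with 300 µM nifuroxazide; values of inactives mirror those of a sister screen read the other way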
STAT3 act: IL-6 driven STAT3 reporter potentiators, primary screen, U3A cells, luciferase, luminescence, MLSCN library | activation (% of control), % at 5.6 µM | AID 871, 2007 | 190,000 tested, 0.91% active | IL-6 STAT3-luciferase reporter; 100% = signal with IL-6 EC80 alone;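 active = activation above the screen-wide mean of compound activation plus 3 SD, cut at about 130% in these data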;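 also: 0% = background luminescence of wells with medium and substrate only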
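Test system: Human STAT1-deficient U3A cells with stable STAT3-luciferase reporter | Also added: Interleukin-6, 33 ng/mL | Timing: Compound pre-incubation 1 h before IL-6, then 6 h stimulation at 37 °C | Technique: Luciferase reporter luminescence | Read-out: Percent of IL-6-only median luminescence | Benchmarks: IL-6-only wells as 100% reference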
NF-kB expr up: activators of NF-kB expression in neurons, primary screen, cell-based, HTS. human neuronal cells, NF-kB reporter expression; stronger effect = higher value. fold change at 12.5 µM. 190,000 tested, 1.6% active; in the data active = fold change above about 3.3
* marks the source's active call; other numbers are inactive results.

SMILES	APP 5'UTR act	APP 5UTR inh	STAT3 inh	FLuc inhib CS	STAT1 act	Hsp70 act	RAM network inh	STAT1 inh	STAT3 act	NF-kB expr up
CC(OC(=O)Cc1n[nH]c(=O)c2ccccc12)C(=O)Nc1cccc([N+](=O)[O-])c1 (stereo unspecified)	19	-19	10	-6	98	0.0	1.5	1	98	1.1
CCc1nnc2n1N=C(c1ccc(-c3cc(Cl)ccc3Cl)o1)CS2	0	0	19	-9	108	-0.2	4.9	-8	87	1.2
CCOc1ccccc1C(=O)N1CCC(C(=O)c2ccc(F)cc2)CC1	24	-24	2	-3	93	-0.2	0.5	6	99	0.82
CC(Oc1ccccc1)c1ccnn1S(C)(=O)=O (stereo unspecified)	8	-8	4	-8	105	-0.1	0.3	-4	98	1.3
CCOC(=O)COc1ccc2cc(C(=O)OCC)c(=O)oc2c1	-16	16	4	-2	106	0.2	1.2	-7	97	1
Cc1ccccc1Cn1cc(NC(=O)c2noc3c2CC(C(C)(C)C)CC3)cn1 (stereo unspecified)	1	-1	12	-9	102	0.0	3.9	-3	96	0.97
O=C(CCCN1C(=O)/C(=C/c2ccccc2)SC1=S)Nc1ccccc1O	-6	6	7	-8	103	-0.2	4.2	-4	98	1.8
Cc1cc2cc3c(cc2nc1SCC(=O)Nc1nc(C)c(C)s1)OCO3	0	0	-82	-6	93	-0.3	1.1	8	169*	1.3
CC1=C(C(=O)OCCOC(C)C)C(c2cccnc2)C2=C(CCCC2=O)N1 (stereo unspecified)	0	0	-3	-4	97	0.5	0.3	3	103	0.94
COc1cc(OC)nc(Oc2ccccc2C(=O)Oc2ccc(F)cc2Cl)n1	10	-10	-8	-8	96	-0.2	7.8	4	107	0.98
Cc1ccc(NC(=S)N2CCC(N(C)CC3CCCO3)CC2)cc1C (stereo unspecified)	15	-15	3	-1	106	-0.5	-0.4	-8	100	1.1
CC(C)NC(=O)c1cc(-c2ccc(Br)cc2)on1	115	-115	8	13	150*	0.5	0.6	-55	93	4.9*
O=C(Cn1cnc2c(nnn2Cc2ccccc2F)c1=O)N1CCN(c2ccccc2)CC1	-8	8	0	-2	80	-0.2	-0.6	13	102	0.97
Cc1noc(C)c1S(=O)(=O)Nc1ccc(C(=O)NCCc2ccccc2)cc1	11	-12	-2	-10	96	-0.2	3.0	4	105	1.1
COc1cc2c(C)nc3onc(-c4ccccc4)c3c2cc1OC	-1	1	-9	-6	100	0.0	2.2	0	109	1.1
Cc1cccc(S(=O)(=O)NNC(=O)Cc2cccn2C)c1	31	-31	0	-2	103	-0.2	2.6	-3	100	1.4
COc1ccc(/C=C/CN2CCN(CC(C)C)C(CCO)C2)cc1 (stereo unspecified)	2	-2	-11	0	112	-0.1	3.0	-14	110	1.2
O=C(c1ccccc1NS(=O)(=O)c1ccc(Cl)cc1)N1CCc2ccccc21	15	-14	3	-1	92	-0.2	2.7	9	97	0.8
CCCCOC(=O)c1ccc(NC(=O)C(=O)NCc2cccnc2)cc1	6	-6	8	2	99	-0.1	2.5	-1	95	1.9
Cc1cc(C(=O)NNC(=S)NCC2CCCO2)cs1 (stereo unspecified)	2	-2	17	-1	99	0.0	1.3	1	92	2.5
COc1cccc(N2CCN(C(=O)CCCCCNc3nc(=S)[nH]c4ccccc34)CC2)c1	13	-13	8	-7	95	-0.1	-0.1	4	97	0.34
COCCNc1nc2c(c(=O)n(C)c(=O)n2C)n1Cc1cccc(C(F)(F)F)c1	1	-1	7	2	80	-0.3	0.0	28	97	0.62
CC(C)c1ccc(O)c(N)c1	1	-1	7	1	96	0.0	1.2	5	99	0.94
O=C(Cc1cccs1)NCc1ccc(F)cc1	-6	6	0	1	102	0.0	1.8	-2	103	1.4
Cc1cc(NC(=O)CSc2nc3cc(Cl)ccc3c(=O)n2Cc2ccco2)no1	21	-21	-2	-2	98	-0.4	2.5	0	103	0.96
SMILES	APP 5'UTR act	APP 5UTR inh	STAT3 inh	FLuc inhib CS	STAT1 act	Hsp70 act	RAM network inh	STAT1 inh	STAT3 act	NF-kB expr up
O=C(CSc1nc2ccccc2[nH]1)c1c[nH]c2ccccc12	3	-3	10	1	124	-0.2	1.7	-25	94	1.9
COC(=O)c1sccc1NC(=O)Cc1ccc(OC)c(OC)c1	-8	8	5	-4	103	-0.2	1.2	-4	99	0.83
C=CCn1cnc2c(c1=O)c1nc3ccccc3nc1n2-c1ccc(C)cc1	2	-2	18	-3	108	-0.1	3.4	-10	88	1.1
CN1C(=O)C(O)(CC(=O)/C=C/c2ccco2)c2ccccc21 (stereo unspecified)	4	-4	-2	-4	94	0.1	0.6	6	105	1.2
CC1=NN(C(=O)COc2ccccc2C)C(O)(c2ccc(Cl)cc2)C1 (stereo unspecified)	-4	4	3	-5	105	-0.5	-0.8	-5	102	0.73
CCOc1c(Br)cc(C2NS(=O)(=O)N=C3CCCCCN32)cc1OC (stereo unspecified)	2	-2	-1	-6	98	0.3	-1.1	2	106	1
CC(=O)c1c(C)oc2ccc(N(C(=O)C3CCCCC3)S(=O)(=O)c3cc([N+](=O)[O-])ccc3C)cc12	14	-14	-7	-9	97	-0.2	9.7*	4	102	0.65
C/C(=N\Nc1ccc(F)cc1)c1ccncc1	1	-1	20	-1	101	-0.5	0.9	-1	84	1
CCCN(CCC)CCCNC(=S)Nc1ccc2nc(N3CCCC3)cc(C)c2c1	13	-14	-5	-4	104	0.0	-1.2	-8	108	0.97
CCn1cc(NC(=O)Nc2ccc(OC)c(OC)c2)c(C(N)=O)n1	7	-7	4	-3	99	0.4	0.1	1	100	1.2
Cc1nn(CC(=O)NCc2ccccn2)c(C)c1[N+](=O)[O-]	1	-1	7	-1	104	-0.4	0.9	-7	98	0.76
CC(=O)C1=C(O)C(=O)N(c2cccc(C(=O)O)c2)C1c1ccc(F)cc1 (stereo unspecified)	4	-4	9	-4	105	-0.3	0.8	-6	95	1
O=C1NCCN(C(=O)CCc2nnc(-c3ccsc3)o2)C1c1ccc(F)cc1 (stereo unspecified)	-6	6	8	-7	102	0.1	-0.5	-4	97	1.4
CC(C)N1CCN(Cc2ccc(C#CC(C)(C)O)cc2)CC1CCO (stereo unspecified)	23	-23	-8	-8	103	-0.1	2.2	-5	109	1.1
COC(=O)c1c(NC(=O)CC2SC(N)=NC2=O)sc2c1CCC(C(C)(C)C)C2 (stereo unspecified)	16	-16	-3	-5	108	-0.4	3.4	-9	102	1
COc1ccc(/C=N/OCC(=O)Nc2cc(C)on2)cc1OC	10	-10	-8	-1	97	0.0	0.2	3	112	1.3
CCCCc1oc2c(c(=O)c1C)C(=O)CC(c1ccccc1)C2 (stereo unspecified)	-11	12	14	3	95	-0.2	0.3	6	93	1.5
COCCN(CCOC)S(=O)(=O)c1ccc(OC)cc1	1	-1	-3	0	105	0.0	0.3	-5	105	1.1
CCC1=NN(C(=O)Cc2ccc(OC)cc2)C(O)(C(F)(F)F)C1 (stereo unspecified)	-13	13	3	-8	97	-0.3	1.2	3	104	1.1
O=C(NCc1cccnc1)c1cccc(F)c1	-11	11	1	-6	92	-0.4	0.9	9	103	0.87
COc1cc(CNc2ccc3c(c2)CCC3)cc(OC)c1O	9	-9	6	-4	99	-0.2	3.4	1	101	0.97
Cc1cc(C)nc(/N=C2/NC(=O)CS2)n1	-2	2	-5	-4	105	-0.5	0.6	-6	106	1
Cn1c2ccccc2c2cnn(CC(=O)O)c(=O)c21	24	-24	-7	-6	103	0.0	1.8	-3	110	1.1
COc1ccccc1C(CC(=O)Nc1nccs1)c1ccco1 (stereo unspecified)	3	-4	8	-7	101	-0.1	3.7	-1	96	1.3
COc1ccc(/C=N\NS(=O)(=O)c2ccc(Cl)cc2)cc1COc1ccccc1[N+](=O)[O-]	19	-19	6	-1	97	0.3	1.4	-2	98	1.1
COc1ccc(C2=NN(C(=O)CSc3nnc(-c4ccccc4F)o3)C(c3ccco3)C2)cc1 (stereo unspecified)	3	-3	6	-6	98	-0.4	2.2	3	91	0.8
CNC(=O)Nc1cccc(C(F)(F)F)c1	8	-8	4	-6	102	-0.2	0.6	-2	100	1.3
CN1CCc2c(c3ccccc3n2Cc2ccccc2)C1	-4	4	25	-9	93	-0.1	-1.4	8	84	0.92
O=C(CCCOc1ccccc1)Nc1cccc(C(=O)O)c1	4	-4	3	-8	100	-0.3	1.6	0	103	1.4

In another format: 10 of the compounds above.
Value order: APP 5'UTR act | APP 5UTR inh | STAT3 inh | FLuc inhib CS | STAT1 act | Hsp70 act | RAM network inh | STAT1 inh | STAT3 act | NF-kB expr up
O=C(NCc1cccnc1)c1cccc(F)c1
 : -11 | 11 | 1 | -6 | 92 | -0.4 | 0.9 | 9 | 103 | 0.87
COc1cc(CNc2ccc3c(c2)CCC3)cc(OC)c1O
 : 9 | -9 | 6 | -4 | 99 | -0.2 | 3.4 | 1 | 101 | 0.97
Cc1cc(C)nc(/N=C2/NC(=O)CS2)n1
 : -2 | 2 | -5 | -4 | 105 | -0.5 | 0.6 | -6 | 106 | 1
Cn1c2ccccc2c2cnn(CC(=O)O)c(=O)c21
 : 24 | -24 | -7 | -6 | 103 | 0.0 | 1.8 | -3 | 110 | 1.1
COc1ccccc1C(CC(=O)Nc1nccs1)c1ccco1 (stereo unspecified)
 : 3 | -4 | 8 | -7 | 101 | -0.1 | 3.7 | -1 | 96 | 1.3
COc1ccc(/C=N\NS(=O)(=O)c2ccc(Cl)cc2)cc1COc1ccccc1[N+](=O)[O-]
 : 19 | -19 | 6 | -1 | 97 | 0.3 | 1.4 | -2 | 98 | 1.1
COc1ccc(C2=NN(C(=O)CSc3nnc(-c4ccccc4F)o3)C(c3ccco3)C2)cc1 (stereo unspecified)
 : 3 | -3 | 6 | -6 | 98 | -0.4 | 2.2 | 3 | 91 | 0.8
CNC(=O)Nc1cccc(C(F)(F)F)c1
 : 8 | -8 | 4 | -6 | 102 | -0.2 | 0.6 | -2 | 100 | 1.3
CN1CCc2c(c3ccccc3n2Cc2ccccc2)C1
 : -4 | 4 | 25 | -9 | 93 | -0.1 | -1.4 | 8 | 84 | 0.92
O=C(CCCOc1ccccc1)Nc1cccc(C(=O)O)c1
 : 4 | -4 | 3 | -8 | 100 | -0.3 | 1.6 | 0 | 103 | 1.4

Screening data (PubChem)
